NR2E3 ag-1 – agonists of human nuclear receptor NR2E3; Q9Y5X4; GST-NR2E3/biotin-RetCOR TR-FRET, 1536-well; inhibition of corepressor binding, % at 4.78 µM; hit rate 0.12% among 320,000; AID 2300;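 active = percent inhibition above the cutoff of mean plus 3 SD of all tested compounds, set per screening campaign, cut at about 20% in these data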;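 note: 0% = DMSO wells and 100% = biotin wells as full block of FRET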
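System: GST-tagged NR2E3 plus biotinylated RetCOR corepressor; Buffer or medium: pH 7.5 Tris-based buffer; Probe or stimulus: RetCOR corepressor, biotinylated, 7 nM; Doses: compound at 4.8 µM, single dose; Schedule: 5 h incubation at 4 °C; Technique: time-resolved FRET; Evaluation: percent inhibition of TR-FRET ratio; Replication: one well per compound, singlicate testing.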
hiPSC survival – increases survival of single human iPS cells. survival enhancement, % at 20 µM. hit rate 0.044% among 360,000. AID 602274. hiPSC single-cell survival, ATPlite luminescence; 100% = ROCK inhibitor wells, 0% = DMSO; in the data active = survival enhancement above about 18%;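 note: cells exposed to compounds for 16 hours before the ATP read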
NR2E3 ag-2 – activates human NR2E3 receptor; Q9Y5X4; CHO-S Gal4-NCOR/VP16-NR2E3 two-hybrid, luciferase; inhibition of corepressor binding, % at 3.98 µM; hit rate 0.35% among 360,000; AID 602229;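 active = inhibition above the mean of all tested compounds plus 3 SD, cut at about 70% in these data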;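 note: 0% = DMSO with NR2E3 transfected cells and 100% = cells lacking NR2E3 construct; higher means lower luciferase signal from less NR2E3 corepressor binding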
C8 TRAIL sens – caspase-8 TRAIL sensitization | NB7+C8 cells + TRAIL, ATPlite viability luminescence | inhibition (viability loss, TRAIL sensitization), % at 10 µM | hit rate 1% among 360,000;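 active = compounds causing at least 50% loss of cell viability in the single-dose screen, relative to plate controls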
HIF-2a block – HIF-2a inhibition; inhibition, % at 18.8 µM; hit rate 0.72% among 360,000; 786-0 RCC cells HIF-2a reporter, luciferase luminescence, overnight;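 active = inhibition of the luminescence signal of 40% or more relative to plate controls, in a single-dose primary screen at 18.75 µM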
* hit, by the source's call; x = no result given.

SMILES | NR2E3 ag-1 | hiPSC survival | NR2E3 ag-2 | C8 TRAIL sens | HIF-2a block
CC(Oc1c(Cl)cccc1Cl)C1=NCCN1 (centres undefined) | 1 | x | x | x | x
COc1cncc(C#Cc2ccccn2)c1 | x | -0.6 | -73 | 5 | -182

These rows are one share of the data; rates above refer to the full screens.
